# Assay outcomes (PubChem)
# GSTO1 inh: counter-screen for RBBP9 inhibitors: inhibitors of human GSTO1. P78417. recombinant GSTO1, activity-based probe fluorescence polarization. inhibition, % at 5.96 µM. 300,000 tested, 1.1% active;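 active means inhibition above the campaign mean inhibition plus 3 SD, cut at about 35% in these data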;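 further: 0% = GSTO1-1 with DMSO and 100% = wells lacking GSTO1-1 enzyme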
# Target sequence (P78417 whole entry, looked up): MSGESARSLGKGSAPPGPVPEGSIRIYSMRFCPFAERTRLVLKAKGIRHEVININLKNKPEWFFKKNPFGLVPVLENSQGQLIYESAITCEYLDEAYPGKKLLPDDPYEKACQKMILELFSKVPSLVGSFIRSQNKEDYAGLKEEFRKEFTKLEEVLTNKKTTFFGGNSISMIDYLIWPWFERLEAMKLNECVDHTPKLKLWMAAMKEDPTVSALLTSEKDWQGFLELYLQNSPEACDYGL
# MCL1 BIM primary: disrupts human MCL1 binding to BIM-BH3 peptide | Q07820 | GST-MCL1 / FITC-Bim-BH3 fluorescence polarization | inhibition, % at 10.9 µM | 320,000 tested, 0.68% active;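 active means inhibition above the mean inhibition of all tested compounds plus 3 SD, set per campaign, cut at about 40% in these data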;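 further: 0% = DMSO wells and 100% = unlabeled Bim-BH3 peptide control; higher means more loss of mP so more displacement of Bim peptide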
# MEX-5 binding: C. elegans MEX-5 TCR-2 RNA binding activity; AID 1832; MEX-5/FITC-TCR2 RNA binding, fluorescence polarization; stronger effect = lower value; 300,000 tested, 0.38% active; Q9XUB2; activity score (negative = inhibition of binding), % at 10 µM;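 active means inhibition past about -25% in most replicates, and total fluorescence under double the plate's negative control median, limit read from the data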;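 further: 0% = DMSO and -100% = 5 µM competing unlabeled TCR2 RNA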
# Target sequence (Q9XUB2 whole entry, looked up): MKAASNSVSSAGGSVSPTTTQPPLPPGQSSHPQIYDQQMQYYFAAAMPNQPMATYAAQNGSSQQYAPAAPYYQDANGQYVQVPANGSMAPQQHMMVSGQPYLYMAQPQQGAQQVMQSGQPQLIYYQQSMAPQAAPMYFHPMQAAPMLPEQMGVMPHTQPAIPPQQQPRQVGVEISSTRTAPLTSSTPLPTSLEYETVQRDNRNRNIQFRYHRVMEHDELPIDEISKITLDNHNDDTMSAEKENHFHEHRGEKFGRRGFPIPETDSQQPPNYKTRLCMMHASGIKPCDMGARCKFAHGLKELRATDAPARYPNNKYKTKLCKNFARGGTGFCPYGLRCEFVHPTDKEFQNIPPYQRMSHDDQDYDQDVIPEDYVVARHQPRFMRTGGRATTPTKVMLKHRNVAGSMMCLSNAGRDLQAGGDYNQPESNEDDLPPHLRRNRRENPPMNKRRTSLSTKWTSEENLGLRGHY
# Fam108B counter: blocks mouse Fam108B hydrolase in RBBP9 counter-screen | recombinant Fam108B, FP-Rh probe fluorescence polarization | inhibition, % at 9.51 µM | 300,000 tested, 0.33% active | AID 1947;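 active means inhibition above the screen mean inhibition plus 3 SD, computed separately per campaign, cut at about 18% in these data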;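 further: inhibitors lower polarization as less probe binds the enzyme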
# GLD-1 TGE inh: GLD-1-TGE RNA interaction inhibition (C. elegans). purified GLD-1 + fluorescein TGE RNA, fluorescence polarization. inhibition, % at 5.96 µM. Q17339. 320,000 tested, 0.44% active;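 active means percent inhibition above a per-plate cutoff, the plate mean of test compounds plus 3 SD, cut at about 30% in these data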;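 further: 0% = DMSO wells with GLD-1 and probe and 100% = wells lacking GLD-1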
# BCLXL inh: blocks human Bcl-xL binding to Bim BH3 peptide | 320,000 tested, 0.7% active | Q07817 | AID 2129 | inhibition, % at 10.9 µM | GST-Bcl-xL / FITC-Bim BH3 peptide fluorescence polarization;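 active means inhibition above the mean of all tested compounds plus 3 SD, cutoff set per campaign, cut at about 30% in these data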;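 further: 0% = DMSO wells and 100% = unlabeled Bim-BH3 peptide competitor; inhibitors lower millipolarization by displacing the labeled peptide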
# PME-1 primary: PME-1 (human) inhibition; Q9Y570; recombinant PME-1, FP-Rh probe fluorescence polarization; inhibition, % at 5.9 µM; 320,000 tested, 0.53% active;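 active means inhibition above the campaign mean of all compounds plus 3 SD, cut at about 26% in these data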;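 further: competitive labeling of PME-1 active site by serine hydrolase directed probe; 0% = PME-1 with DMSO and 100% = wells lacking PME-1 enzyme; inhibitors block probe labeling so polarization falls and inhibition rises; many of its hits are not listed in these tables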
# Target sequence (Q9Y570 whole entry, looked up): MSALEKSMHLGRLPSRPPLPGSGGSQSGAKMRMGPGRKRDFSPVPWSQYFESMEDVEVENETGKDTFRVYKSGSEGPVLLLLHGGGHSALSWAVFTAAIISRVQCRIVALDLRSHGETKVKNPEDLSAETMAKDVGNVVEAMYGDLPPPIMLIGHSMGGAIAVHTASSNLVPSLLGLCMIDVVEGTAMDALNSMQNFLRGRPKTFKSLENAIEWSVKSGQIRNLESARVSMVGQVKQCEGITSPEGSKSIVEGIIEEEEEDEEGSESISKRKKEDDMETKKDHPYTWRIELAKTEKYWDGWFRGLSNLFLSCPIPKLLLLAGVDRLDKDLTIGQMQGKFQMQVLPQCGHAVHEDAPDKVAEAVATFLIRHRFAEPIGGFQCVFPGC
# PAD4 inh: inhibitors of human PAD4; Q9UM07; recombinant PAD4, RCA probe fluorescence polarization; inhibition, % at 6.36 µM; 330,000 tested, 0.41% active; AID 485272;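 active means percent inhibition above a cutoff equal to the mean of all tested compounds plus 3 SD, cut at about 15% in these data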;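 further: 0% = PAD4 with RCA probe and DMSO and 100% = probe without PAD4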
# TPT1 inh: blocks Candida albicans tRNA 2'-phosphotransferase | AID 1962 | 300,000 tested, 0.81% active | inhibition, % at 5 µM | recombinant caTPT1, FP RNA substrate dephosphorylation;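 active means inhibition above the mean of all tested compounds plus 3 SD, set per screening campaign, cut at about 24% in these data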;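 further: plate controls were DMSO alone for no effect and ferristatin control at 100 nM for full effect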
# * marks the source's active call; other numbers are inactive results; · = not tested or not shown.
SMILES,GSTO1 inh,MCL1 BIM primary,MEX-5 binding,Fam108B counter,GLD-1 TGE inh,BCLXL inh,PME-1 primary,PAD4 inh,TPT1 inh
Cc1ccc(CN(CC(=O)NC(C)(C)C)C(=O)CNC(=O)c2cccs2)cc1,5,11,1.0,3,-4,4,2,0,-6
CC(C)c1nnc(NC(=O)CN2C(=O)c3ccccc3C2=O)s1,7,10,-2.0,2,6,3,9,-3,-2
CCN1C(=O)C(CC(=O)N2CCN(C(c3ccccc3)c3ccccc3)CC2)N(CC)C1=O (configuration not stated),2,8,-0.8,-2,5,3,-2,-3,-4
CC(C)(C)NC(=O)COc1ccc(CNCc2ccccn2)cc1,2,2,-1.2,2,3,5,0,-1,0
COc1ccc(N/N=C(\C#N)C(N)=O)cc1,-1,4,0.6,3,11,5,-1,0,-3
COc1ccccc1OCC(=O)NNC(=O)C1CCN(c2ncnc3sc(C)c(C)c23)CC1,·,0,·,·,-3,7,3,-4,·
CCN(Cc1ccccc1)C(c1cc2cc(C)cc(C)c2[nH]c1=O)c1nnnn1CCOC (configuration not stated),-12,-2,6.0,0,2,-3,5,-2,0
COc1cc(-c2nnc(COC(=O)C3c4ccccc4Oc4ccccc43)o2)cc(OC)c1OC,6,5,-0.3,0,6,6,5,2,-2
CCN(CC)Cc1c(C(=O)N/N=C/c2cccc(OCc3cccc(Cl)c3)c2)nnn1-c1nonc1N,7,3,-1.4,-3,0,0,-3,2,-1
CC(C)(O)CCCC(C)(O)c1ccc(C(=O)O)cc1O (configuration not stated),13,25,-13,-1,20,16,-3,2,-6
O=C(CN(CCc1ccccc1)S(=O)(=O)c1ccc(Cl)cc1)N/N=C/c1ccccc1C(=O)O,0,-3,-0.1,-2,1,6,-13,-2,-1
CC1C(c2ccccc2)=[N+]([O-])C2(CCCCC2)N1O (configuration not stated),3,-7,1.3,0,1,-6,-3,0,0
COc1ccc(N(CC(=O)Nc2cc(Cl)ccc2C)S(=O)(=O)c2c(C)noc2C)cc1,1,2,1.5,-1,5,1,-3,3,-1
COc1ccc(-c2nn(-c3ccccc3)cc2/C=N/NC(N)=S)cc1OC,-19,6,-1.2,2,9,4,-3,-7,0
O=C(COC(=O)c1cccs1)NC12CC3CC(CC(C3)C1)C2,8,0,-0.1,-3,-7,-4,2,0,-3
COc1cc(CCC(=O)Nc2cc(C)cc(C)c2)cc(OC)c1OC,-4,-1,1.1,0,-6,2,4,1,2
NS(=O)(=O)c1ccc(NC(=O)Cn2ncc3c2-c2ccccc2OC3)cc1,7,2,0.7,-13,-3,2,-5,1,0
Cn1nc(C(=O)Nc2ccc3c(c2)OCCO3)c2ccccc2c1=O,·,-9,·,·,4,-9,4,1,·
COc1ccc2oc(C(=O)OCC(=O)c3ccc4c(c3)OCCO4)c(C)c2c1,-9,5,-2.1,-5,-9,7,-3,1,-2
Fc1ccccc1CSc1nnc(-c2cccnc2)o1,6,4,2.5,4,5,8,2,2,-3
Cc1cccnc1NC(=O)C12CCC(C)(C(=O)O1)C2(C)C (configuration not stated),7,-3,1.2,-1,0,-4,2,0,-2
CCN(CC)C(=O)Cn1cc(C(=O)C(=O)N2CCN(C)CC2)c2ccccc21,-1,5,0.5,-1,5,6,5,-1,-3
COc1ccccc1C(=O)NCCC(=O)NC(C)c1ccc(-n2ccnc2)cc1 (configuration not stated),21,1,1.6,1,-2,6,6,1,-2
O=C1CCC(C(=O)N2CCCCO2)CN1CCc1ccc(Cl)cc1 (configuration not stated),7,10,0.9,0,2,9,5,-4,-1
CCSc1ncc(Cl)c(C(=O)Nc2ccc(S(=O)(=O)Nc3ncccn3)cc2)n1,7,-1,-0.1,0,-2,0,2,1,0
# Going on with the list:
SMILES,GSTO1 inh,MCL1 BIM primary,MEX-5 binding,Fam108B counter,GLD-1 TGE inh,BCLXL inh,PME-1 primary,PAD4 inh,TPT1 inh
O=C(COC(=O)Cc1ccccc1F)NNC(=O)c1ccc([N+](=O)[O-])cc1,4,7,-1.0,0,0,5,1,1,2
CCc1ccc2c(CSc3nnnn3C)cc(=O)oc2c1,0,0,-0.3,-3,0,4,0,-2,0
CS(=O)(=O)Cc1ccc(C(=O)NC2CCCc3ccccc32)cc1 (configuration not stated),-6,-1,-3.1,0,3,3,2,-3,-2
CCCCC(=O)N1CC(=O)Nc2ccc(F)cc2C1c1ccccc1 (configuration not stated),0,-3,-3.3,-2,-10,-2,8,-6,1
CCCCCC(=O)c1ccc(O)cc1O,-9,5,·,-3,5,0,-5,2,-3
CCCCN(C(=O)c1ccc(N2CCCC2=O)cc1)c1c(N)n(Cc2ccccc2)c(=O)[nH]c1=O,3,-12,-2.7,0,3,-7,1,-1,-2
Cc1c(NC(=O)CN2C(=O)NC(CCc3ccccc3)C2=O)c(=O)n(-c2ccccc2)n1C (configuration not stated),-4,0,-1.7,-1,2,-1,-4,0,3
Cc1ccc(NC(=O)Nc2cc(S(C)(=O)=O)ccc2Cl)cc1,-14,1,-0.2,-1,0,-2,-1,-6,1
Sc1oc(-c2ccccc2)cc1C=Nc1ccccc1,0,1,0.3,18,-3,1,9,0,13
Cc1cc(C)c(C#N)c(SCc2ccc(C(=O)O)cc2)n1,2,5,-1.1,-2,3,10,-2,2,-5
O=S(=O)(Nc1cccc(Oc2cnccn2)c1)c1ccc(F)cc1,3,5,1.8,-2,4,6,1,-1,1
Cc1cccc(N2CCN(C(=O)c3c(C)nn(Cc4ccccc4Cl)c3C)CC2)c1C,8,1,3.3,2,3,0,-6,1,2
O=C(NN=C1C2CC3CC1CC(Cl)(C3)C2)c1cccs1,4,1,2.0,3,-4,-5,-4,-4,-4
Cn1c(Cl)c(/C=N/OC(=O)c2ccc(Cl)cc2)c2ccccc21,-1,0,3.2,-6,-1,4,3,-1,1
Cc1ccc(C(=O)C2=C(O)C(=O)N(CCCN3CCOCC3)C23C(=O)N(C)c2ccccc23)o1 (configuration not stated),0,-2,-2.5,-2,3,3,1,-6,-1
O=C(CCN1C(=O)c2cccc3cccc(c23)C1=O)NCC1CCCO1 (configuration not stated),2,-2,0.7,1,-5,3,3,-3,3
N#Cc1c(-c2ccccc2Cl)cc(C2CC2)nc1N,1,-17,·,1,5,-11,3,0,-2
O=C(CCCCn1c(=S)[nH]c2ccsc2c1=O)NCc1ccc2c(c1)OCO2,9,-16,-1.8,0,0,-4,0,-1,1
COCOc1ccc(C=O)c(O)c1,-5,-3,-0.2,1,1,-3,-6,3,-4
CCN(CC)c1ccc(N/C(N)=N/c2nc(C(F)(F)F)cc(=O)[nH]2)cc1,-5,2,-1.2,-4,-4,4,-3,-3,-3
Nc1nc(NCc2ccccc2)nc(NCCO)c1[N+](=O)[O-],-2,-6,-2.6,-2,0,1,1,-4,1
COCc1cc(C)nc(Nc2ccc(C)c(C)c2)c1C#N,0,-1,1.9,5,3,0,-1,-3,2
COC(=O)c1cc(OC)c(OC)cc1NC(=S)N1CCCC(CO)C1 (configuration not stated),2,5,·,7,2,6,-3,-3,-2
CC(=O)c1ccc(-c2ccc(C(=O)N3CCC(C(N)=O)CC3)o2)cc1,8,0,-0.5,1,-1,3,2,4,-5
COc1ccc(C2Nc3ccc4ccccc4c3-c3c2c(=O)oc2ccccc32)cc1 (configuration not stated),4,7,0.4,-31,1,4,-21,0,-1
# (listing goes on)
SMILES,GSTO1 inh,MCL1 BIM primary,MEX-5 binding,Fam108B counter,GLD-1 TGE inh,BCLXL inh,PME-1 primary,PAD4 inh,TPT1 inh
Cn1nc(-c2ccccc2)c(-c2nc(-c3cccc(Cl)c3)no2)c1Cl,3,-3,0.9,-5,3,0,3,-2,-3
CC(=O)Nc1ccccc1NS(=O)(=O)c1ccccc1[N+](=O)[O-],2,-5,0.0,-6,9,-7,-1,0,-1
COc1ccc(OC)c2nc(-c3cccnc3)ccc12,-2,0,0.9,-1,-1,3,-4,4,1
COc1ccc(COC(=O)N/N=C(\C)CC(=O)NCc2ccc(Cl)cc2)cc1,1,7,1.6,3,4,1,-6,0,6
O=C(COC(=O)/C=C/c1ccccc1[N+](=O)[O-])Nc1ccc(OC(F)F)cc1,-1,2,0.3,0,7,0,0,-1,2
CCOC(=O)/C=C/C(=O)NNC(=O)c1ccccc1Cl,1,11,1.4,0,-1,5,3,1,0
O=C(Nc1cc2c3c(c1)CC(=O)N3CCC2)C1CC1,12,1,1.0,0,0,-3,-1,-1,-1
COc1cc(NC(=O)C2CC(=O)NC3=C2C(=O)CCC3)c(OC)cc1Cl (configuration not stated),-3,-5,1.6,3,3,0,4,-3,0
Cc1cc(=O)n2nc(N3CCC(C(=O)N4CCN(c5ccccc5)CC4)CC3)sc2n1,6,5,0.7,-3,-3,10,-2,-1,-1
Cc1c(Cl)cccc1NC(=O)CNC(=O)C1CC(=O)N(CCc2ccccc2)C1 (configuration not stated),·,3,·,·,1,4,-4,-1,·
Cc1ccc(NC(=O)c2cc(N(C)C)ccc2[P+](=O)O)cc1,4,-8,-2.5,6,-12,-1,-1,-6,-3
CCOc1ccccc1-c1nc2c([nH]1)c(=O)n(C)c(=O)n2C,11,7,0.4,5,3,3,1,-3,1
Cn1c(N)c(C(=O)COC(=O)c2cncc(Br)c2)c(=O)n(C)c1=O,-4,11,-5.6,2,5,18,-3,-2,-5
COc1cc(NC(=O)C2CC(c3cccc(OC)c3OC)=NO2)cc(OC)c1OC (configuration not stated),0,-2,-0.3,1,2,3,0,-7,-3
CC(=O)c1ccc(NC(=O)COC(=O)c2ccc(F)cc2F)cc1,2,-2,0.0,0,14,1,-3,-10,-2
COCCCN(C(=S)Nc1c(C)cc(C)cc1C)C(C)c1ccccn1 (configuration not stated),-9,-2,1.4,-1,-4,3,-1,-5,0
Cc1ccc(S(=O)(=O)N2CCN(CC(=O)N/N=C/c3ccco3)CC2)cc1,2,3,2.0,2,0,2,-1,0,-3
Nc1c(C(=O)Nc2ccc3c(c2)OCCO3)nnn1Cc1cccc(F)c1,1,-1,4.7,-1,6,-1,-2,3,-1
CCCCN(CC)CCCNC(=O)c1cc2cc3ccc(OC)cc3nc2o1,-1,5,-1.5,-1,-3,0,-5,2,1
O=C(NC1CC1)C1CCN(C2CCN(C(=O)/C=C/c3cccs3)CC2)CC1,0,1,0.3,2,-7,0,0,-2,1
Cc1ccc(C)c(OCC(=O)NCCN(C)C)c1,-2,-11,2.2,-1,5,5,-1,1,2
CC(C)(c1ccccc1)c1ccc(OCC(O)CN2CCCC2)cc1 (configuration not stated),0,-4,0.2,-1,-4,0,-3,-2,0
O=C(COC(=O)c1cc(S(=O)(=O)N2CCCCC2)ccc1N1CCOCC1)c1ccc(F)cc1,9,1,-9.3,5,5,3,-4,0,-4
CCOC(=O)c1nc(NCc2cccnc2)c2ccccc2n1,14,15,-4.0,14,0,5,-6,0,-4

# Quoted at random: 2 records from the list, in no set order.
SMILES,GSTO1 inh,MCL1 BIM primary,MEX-5 binding,Fam108B counter,GLD-1 TGE inh,BCLXL inh,PME-1 primary,PAD4 inh,TPT1 inh
CCc1ccc2c(CSc3nnnn3C)cc(=O)oc2c1,0,0,-0.3,-3,0,4,0,-2,0
Cc1ccc(NC(=O)c2cc(N(C)C)ccc2[P+](=O)O)cc1,4,-8,-2.5,6,-12,-1,-1,-6,-3

# Not all compounds are listed; count on the stated rates, not on these rows.
